Dyrk1A ADPGlo = rat Dyrk1A kinase inhibitors, primary screen, biochemical, single point, plate reader; 0.43% of 310,000 active; AID 504441, 2011; ADP-Glo luminescence, NFATc1 peptide; inhibition, % at 12.5 µM; Dual specificity tyrosine-phosphorylation-regulated kinase 1A (Rattus norvegicus), Q63470; in the data active means inhibition above about 50%;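 further: plate controls were vehicle with enzyme for no effect and no enzyme for full effect; many of its hits are not listed in these tables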
HDAC3 inh = HDAC3 deacetylase inhibitors, primary screen, biochemical, fluorescence, cell-free homogeneous | Histone deacetylase 3 (Homo sapiens), O15379 | recombinant HDAC3, fluorogenic peptide/trypsin coupled | inhibition, % at 8.3 µM | 0.15% of 320,000 active | AID 2718, 2010; in the data active means inhibition above about 26%, passing the limit was not always enough; inconclusive means no clear call, values can overlap the other calls
TMEM16A act = TMEM16A chloride channel activators or potentiators, primary screen, cell-based, HTS; Anoctamin-1 (Mus musculus), Q8BHY3; HEK293 TMEM16A/YFP-H148Q/I152L, iodide quench fluorescence; hits give low values; B-score at 10 µM; 0.3% of 340,000 active; AID 623877, 2012;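 active means fluorescence-ratio B-score plate-corrected deviation score at least 3 library SD below zero, with starting fluorescence score within 5 deviations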;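 further: channel opened by trigger with iodide after compound preincubation; score built on the fluorescence ratio of max minus min over baseline; more negative score means more quench and so TMEM16A activation or potentiation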
Target sequence (Q8BHY3 whole entry, looked up): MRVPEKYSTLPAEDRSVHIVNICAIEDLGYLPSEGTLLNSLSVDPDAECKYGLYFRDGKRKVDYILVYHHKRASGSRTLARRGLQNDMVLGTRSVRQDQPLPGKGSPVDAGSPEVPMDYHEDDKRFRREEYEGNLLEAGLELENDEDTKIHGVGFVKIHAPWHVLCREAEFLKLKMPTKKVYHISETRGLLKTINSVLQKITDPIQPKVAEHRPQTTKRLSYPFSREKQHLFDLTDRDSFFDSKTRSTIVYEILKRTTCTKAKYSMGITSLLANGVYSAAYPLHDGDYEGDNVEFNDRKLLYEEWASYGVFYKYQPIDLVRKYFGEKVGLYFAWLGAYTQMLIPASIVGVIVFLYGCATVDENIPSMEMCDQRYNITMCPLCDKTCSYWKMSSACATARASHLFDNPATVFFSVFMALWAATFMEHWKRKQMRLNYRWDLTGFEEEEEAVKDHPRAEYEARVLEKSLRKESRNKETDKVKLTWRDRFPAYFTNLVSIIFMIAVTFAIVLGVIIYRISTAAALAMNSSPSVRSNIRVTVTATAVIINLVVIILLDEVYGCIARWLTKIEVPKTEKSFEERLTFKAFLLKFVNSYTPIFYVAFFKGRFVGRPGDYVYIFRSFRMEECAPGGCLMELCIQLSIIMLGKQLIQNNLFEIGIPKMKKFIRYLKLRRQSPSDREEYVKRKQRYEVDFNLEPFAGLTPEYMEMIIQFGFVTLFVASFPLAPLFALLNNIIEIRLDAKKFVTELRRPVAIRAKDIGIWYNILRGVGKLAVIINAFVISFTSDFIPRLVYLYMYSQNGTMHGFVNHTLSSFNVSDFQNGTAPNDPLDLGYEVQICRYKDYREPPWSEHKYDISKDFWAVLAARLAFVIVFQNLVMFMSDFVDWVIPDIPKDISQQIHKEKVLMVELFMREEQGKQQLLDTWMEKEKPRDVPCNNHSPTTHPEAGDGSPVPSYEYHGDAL
KCNK3 inh = human KCNK3 channel inhibitors, primary screen, CHO cells, FluxOR thallium flux, B-score; B-score at 10 µM; 0.84% of 340,000 active; AID 602410, 2012; FluxOR fluorescence; hits give low values;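 active means B-score under library mean minus 4 SD, starting fluorescence ratio at most library mean plus 5 SD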;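 further: more negative B-score means stronger inhibition of thallium flux through KCNK3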
* marks the source's active call; other numbers are inactive results; i = inactive; ? = inconclusive.

compound | Dyrk1A ADPGlo | HDAC3 inh | TMEM16A act | KCNK3 inh
COC(=O)c1c(NC(=O)CN2C(=O)NC3(CCCCC3C)C2=O)sc2c1CCC2 (stereo not given) | -1 | 8 | i | i
Cc1noc(C)c1NC(=O)Nc1ccc2c(c1)C(=O)N([C@H](C)CO)C[C@H](C)[C@@H](CN(C)S(=O)(=O)c1cccs1)O2 | 12 | 2 | i | i
O=C(NN=Cc1ccccc1OC(F)F)c1cccc(S(=O)(=O)N2CCCC2)c1 | -4 | 6 | i | i
COc1ccc(CCNC(=O)COC(=O)c2cncc(Br)c2)cc1OC | -3 | -3 | i | i
COc1ccc(C2=CN(Cc3ccccc3)C(c3ccccc3)CC2=O)cc1 (stereo not given) | -3 | ? | i | i
O=C(CCNC(=O)c1ccc([N+](=O)[O-])cc1)NC1CCCCCC1 | -7 | 0 | i | i
CCCCn1nc(C(=O)N(C)CC(=O)Nc2ccc(F)c(F)c2F)ccc1=O | 7 | -4 | i | i
O=C(CSc1ccc(S(=O)(=O)N2CCOCC2)cn1)Nc1ccc(F)c(F)c1 | 3 | 7 | i | i
COc1ccc(OCCOc2ccc(/C=C3\C(=N)N4N=C(C)SC4=NC3=O)cc2)cc1 | 4 | 3 | i | i
COCCN(Cc1ccccc1)C(=O)c1cccc(S(=O)(=O)N2CCCc3ccccc32)c1 | -5 | -2 | i | i
CN(Cc1ccc(Cl)s1)C(=O)CNC(=O)CNC(=O)c1ccc(Cl)cc1Cl | 2 | -8 | i | i
CN(C)CCCNc1cc(O)c2ncccc2c1 | 46 | -4 | i | i
CCCc1cc(=O)[nH]c(SCC(=O)Nc2cccc(S(=O)(=O)N3CCCCC3)c2)n1 | 4 | 10 | i | i
COc1ccc(NC(=O)CN(C)C(=O)C2CCCO2)cc1 (stereo not given) | 8 | 3 | i | i
C[C@@H]1CN([C@H](C)CO)C(=O)c2cc(NC(=O)c3ccncc3)ccc2O[C@@H]1CN(C)C(=O)Nc1ccccc1 | 8 | 1 | i | i
COC(=O)[C@]1(CC(C)C)N[C@H](c2ccc(-c3ccc(C(C)=O)cc3)cc2)[C@@H]2C(=O)N(C)C(=O)[C@@H]21 | -4 | -9 | i | i
CC(NC(=O)C1=CC=CN2CCS(=O)(=O)N=C12)c1ccc(Cl)c(Cl)c1 (stereo not given) | 0 | -9 | i | i
COc1cccc(NC(=O)COC(=O)CCC2CCCC2)c1 | 6 | 1 | i | i
C[C@H](NC(=O)c1ccco1)C(=O)Nc1cc(S(=O)(=O)N2CCCC2)ccc1OCC(F)(F)F | -2 | 5 | i | i
CON(C)S(=O)(=O)c1cccc(C(=O)N(CC(=O)Nc2ccccc2C(F)(F)F)Cc2ccco2)c1 | -1 | -15 | i | i
CCc1nnc(NC(=O)c2ccc(-c3ccc(C(C)=O)cc3)o2)s1 | 19 | 1 | i | i
Cc1cc(OCC(=O)Nc2ncn[nH]2)ccc1Cl | 5 | -4 | i | i
COc1ccc(NC(=O)CN(C)C(=O)Cc2c[nH]c3ccccc23)cc1 | -2 | 1 | i | i
Cc1nn(C)c(C)c1NC(=O)COc1ccc(Cl)cc1Br | -3 | 1 | i | i
CCCCn1c(N)c(N(CCC(C)C)C(=O)COC(=O)c2sccc2C)c(=O)[nH]c1=O | -6 | 7 | i | i
c1ccc(-c2cc3ccccc3cn2)cc1 | 3 | 2 | i | i
Cc1cccc(C(=O)NCC(=O)N2CCCCCCC2)c1 | 1 | -1 | i | i
Cc1ccc(NC(=O)COC(=O)CCC2CCCC2)cc1S(=O)(=O)N1CCOCC1 | 5 | 0 | i | i
CSc1ncccc1C(=O)OCC(=O)NCc1ccccc1 | 1 | -2 | i | i
Cc1c(Cl)cccc1NC(=O)CNC(=O)c1cn(-c2ccccc2)nc1-c1cccnc1 | 3 | 0 | i | i

A different layout for some results above.
> COc1ccc(C2=CN(Cc3ccccc3)C(c3ccccc3)CC2=O)cc1 (stereo not given)
  Dyrk1A ADPGlo = -3	HDAC3 inh = ?	TMEM16A act = i	KCNK3 inh = i
> O=C(CCNC(=O)c1ccc([N+](=O)[O-])cc1)NC1CCCCCC1
  Dyrk1A ADPGlo = -7	HDAC3 inh = 0	TMEM16A act = i	KCNK3 inh = i

Back to the main list with the 3 entries that preceded the break.
compound | Dyrk1A ADPGlo | HDAC3 inh | TMEM16A act | KCNK3 inh
Cc1ccc(NC(=O)COC(=O)CCC2CCCC2)cc1S(=O)(=O)N1CCOCC1 | 5 | 0 | i | i
CSc1ncccc1C(=O)OCC(=O)NCc1ccccc1 | 1 | -2 | i | i
Cc1c(Cl)cccc1NC(=O)CNC(=O)c1cn(-c2ccccc2)nc1-c1cccnc1 | 3 | 0 | i | i
Cc1ccc(Cl)c(NC(=O)COC(=O)c2cc[n+]([O-])cc2)c1Cl | 10 | -2 | i | i
O=C(CN1C(=O)NC(Cc2c[nH]c3ccccc23)C1=O)Nc1ccc(F)cc1F (stereo not given) | -3 | -6 | i | i
O=C(CN1C(=O)C(=O)N(Cc2ccco2)C1=O)Nc1ccccc1 | -6 | 1 | i | i
NC(=O)C1CCN(c2nc(-c3cccs3)cs2)CC1 | 5 | -2 | i | i
O=C(COC(=O)Cn1nnc(-c2ccccc2)n1)Nc1ccccc1Br | -1 | -4 | i | i
CSc1ccc(C2=CC(=O)C[C@H](c3ccc(F)cc3)C2)cc1 | 2 | -2 | i | i
O=C(CN1CCN(c2ccccc2F)CC1)NC(=O)NC1CCCCC1 | 0 | 2 | i | i
CC(C)(C)[C@H]1COC(=O)[C@@H](Cc2ccc(F)cc2)CC/C=C/C[C@@H](CC(=O)N[C@@H](CO)Cc2ccccc2)C(=O)N1 | -9 | 3 | i | i
CC1(C)CC[C@]2(C(=O)O[C@@H]3O[C@H](CO)[C@@H](O)[C@H](O)[C@H]3O)CC[C@]3(C)C(=CCC4[C@@]5(C)CC[C@H](O[C@@H]6O[C@H](C(=O)O)[C@@H](O[C@H]7OC[C@@H](O)[C@@H](O)[C@@H]7O)[C@H](O)[C@H]6O)C(C)(C)C5CC[C@]43C)[C@@H]2C1 (stereo not given in full) | -2 | -6 | i | i
Cc1cc(C)n(-c2ccc(C(=O)N3CCN(c4ccccn4)CC3)cc2)n1 | 0 | 3 | i | i
COc1ccc(CN(C)C(=O)Cn2cnc3c(OCc4ccccc4)ncnc32)cc1OC | -1 | -1 | i | i
Cc1ccc(CN(C)C(=O)c2cccc(S(=O)(=O)N3CCCC3)c2)o1 | 4 | 4 | i | i
CCOC(=O)[C@H]1[C@H]2COc3ccc(C)cc3[C@@H]2N2C(=O)CN(Cc3ccc(C)cc3)C(=O)[C@@]12C | 10 | 0 | i | i
O=C(COC(=O)Cc1ccc(S(=O)(=O)N2CCOCC2)s1)Nc1ccccc1 | 0 | -3 | i | i
Cc1[nH]c2ccccc2c1C(=O)COC(=O)c1ccccc1O | -3 | 9 | i | i
CCOc1ccc(NC(=O)COC(=O)CN2CCCCCC2=O)cc1 | -3 | 2 | i | i
CCOC(=O)[C@H]1[C@H]2COc3ccc(C)cc3[C@@H]2N2C(=O)CN(Cc3ccco3)C(=O)[C@@]12C | 4 | -8 | i | i
CN(C)c1ccc(-c2cc(O)c3ncccc3c2)cc1 | 8 | 10 | i | i
CC1CCC2(CC1)NC(=O)N(NC(=O)c1cccc(N(C)C)c1)C2=O (stereo not given) | -4 | -3 | i | i
CCOC(=O)[C@H]1[C@H]2COc3cc(OC)ccc3[C@@H]2N2C(=O)CN(C)C(=O)[C@@]12C | -1 | 7 | i | i
O=C(CNC(=O)c1ccco1)NNC(=O)c1cccc(Cl)c1 | -3 | -2 | i | i
CCc1ccccc1NC(=O)CNC(=O)c1cc(C2CC2)nc2c1cnn2C(C)C | -1 | -8 | i | i
COC(=O)c1c(C)[nH]c(C(=O)C(C)OC(=O)C2CC2C)c1C (stereo not given) | 5 | 3 | i | i
CCCCN(C(=O)c1cc2c(s1)CCC2)c1c(N)n(CC(C)C)c(=O)[nH]c1=O | -4 | -4 | i | i
C=CC[C@H](CC(=O)N(CCO)Cc1ccccc1)C(=O)N[C@H](COC(=O)[C@@H](CC=C)Cc1ccc(F)cc1)Cc1c[nH]c2ccccc12 | 0 | 41* | i | i
CC(C)COc1ccc(C(=O)NNC(=O)CCC(=O)c2cccs2)cc1 | 1 | 1 | i | i
O=C(COC(=O)CNC(=O)c1ccccc1)NC1CCCCC1 | 5 | -2 | i | i
C[C@H](CO)N1C[C@H](C)[C@@H](CN(C)S(C)(=O)=O)Oc2ccc(NC(=O)C3CCCCC3)cc2C1=O | 2 | -3 | i | i
O=C(COC(=O)CNC(=O)C1CCCCC1)Nc1cc(C(F)(F)F)ccc1Cl | 0 | -3 | i | i
Cc1cc(C(=O)COc2cccc([N+](=O)[O-])c2)c(C)n1C1CC1 | 2 | -1 | i | i
CN(CC(=O)Nc1ccc(F)cc1)C(=O)Cn1cnc2ccc(Cl)cc2c1=O | 8 | -2 | i | i
C=CC[C@H](CC(=O)N(CCO)Cc1ccccc1)C(=O)N[C@H](COC(=O)[C@@H](CC=C)Cc1ccc(F)cc1)Cc1ccccc1 | -5 | 33* | i | i
CCn1c(SC)nc2cc(S(=O)(=O)N3CCCCC3)ccc21 | -2 | 1 | i | i
CC(C)NC(=O)N(C)C[C@H]1Oc2c(NC(=O)Nc3ccc(C(F)(F)F)cc3)cccc2C(=O)N([C@H](C)CO)C[C@@H]1C | 7 | 5 | i | i
C[C@H](CO)N1C[C@H](C)[C@@H](CN(C)C(=O)Nc2ccc3c(c2)OCO3)Oc2c(NC(=O)Nc3ccc4c(c3)OCO4)cccc2C1=O | 3 | 0 | i | i
COc1ccc(C(CNC(=O)c2cccc(S(=O)(=O)N3CCOCC3)c2)N2CCOCC2)cc1 (stereo not given) | 3 | -2 | i | i
CC(C)[C@H](NC(=O)c1ccccc1F)C(=O)Nc1ccc2c(c1)OCO2 | 0 | 7 | i | i
O=C(Cc1cccc([N+](=O)[O-])c1)Nc1ccc(C(=O)N2CCOCC2)cc1 | -4 | 8 | i | i
O=C1C=C(c2ccc(Oc3ccccc3)cc2)C[C@@H](c2ccc(F)cc2)C1 | 3 | -2 | i | i
CCOc1ncccc1C(=O)OCC(=O)NCCCc1ccccc1 | -1 | 1 | i | i
CN(C)CCN[C@H]1CCC2C3CC=C4C[C@@H](O)CC[C@]4(C)C3CC[C@@]21C (stereo not given in full) | 5 | 5 | i | i
Cc1ccc(S(=O)(=O)N2CCN(C(=O)[C@H](Cc3ccccc3)NC(=O)c3ccco3)CC2)cc1C | -1 | 0 | i | i
O=C(c1ccc(Br)o1)N1CC=C(c2ccccc2)CC1 | 7 | 2 | i | i
CCN(CC(=O)Nc1cc(C)on1)CC(=O)Nc1ccccc1C(F)(F)F | -2 | -6 | i | i
CCCCCOc1ccc(C(=O)CCC(=O)NC(C)c2ccc(S(N)(=O)=O)cc2)cc1 (stereo not given) | -5 | 10 | i | i
CC1CC(C)CN(S(=O)(=O)c2cccc(C(=O)N3CCN(c4ccc(F)cc4)CC3)c2)C1 (stereo not given) | -4 | 11 | i | i
CCCCn1c(SCC(=O)NC(=O)Cc2ccccc2)nc2ccccc2c1=O | 3 | -5 | i | i
COc1ccc(NC(=O)C2CCN(C(=O)Nc3ccccc3)CC2)cc1S(=O)(=O)N(C)C | 2 | 0 | i | i
Cc1cc(C)cc(C(=O)OCC(=O)NCc2ccco2)c1 | -4 | -1 | i | i
CCN(CC(=O)NC1CCS(=O)(=O)C1)C(=O)c1ccc(OC)c([N+](=O)[O-])c1 (stereo not given) | 2 | -8 | i | i
COc1ccccc1N1CC(C(=O)Nc2ccc(N3CCOCC3)cc2)CC1=O (stereo not given) | 2 | -9 | i | i
COc1cccc(NC(=O)CN(C)C(=O)c2cc3c(s2)CCCC3)c1 | 2 | 3 | i | i
O=C(NCC(=O)N1CCCCCCC1)c1ccc(Cl)cc1 | 5 | -1 | i | i
COC(=O)c1ccc(-c2c(-c3ccccc3)ncc3cc(F)ccc23)cc1 | 6 | 0 | i | i
Nn1c(COc2cccc(Br)c2)nnc1SCC(=O)NCC1CCCO1 (stereo not given) | 5 | 0 | i | i
C=CC[C@@H](CC(=O)N(CCO)Cc1ccccc1)C(=O)N[C@H](COC(=O)[C@@H](CC=C)Cc1ccc(F)cc1)C(C)(C)C | 0 | 14 | i | i
CC(NC(=O)CCNC(=O)c1ccc(C(C)(C)C)cc1)c1ccccc1 (stereo not given) | -4 | -7 | i | i
CCOc1ccccc1NC(=O)COC(=O)/C=C/c1cccs1 | -5 | 0 | i | i

Single records, from the list above.
`COC(=O)c1ccc(-c2c(-c3ccccc3)ncc3cc(F)ccc23)cc1` is entered as Dyrk1A ADPGlo: 6; HDAC3 inh: 0; TMEM16A act: i; KCNK3 inh: i
`C=CC[C@@H](CC(=O)N(CCO)Cc1ccccc1)C(=O)N[C@H](COC(=O)[C@@H](CC=C)Cc1ccc(F)cc1)C(C)(C)C` is entered as Dyrk1A ADPGlo: 0; HDAC3 inh: 14; TMEM16A act: i; KCNK3 inh: i
`CC(C)NC(=O)N(C)C[C@H]1Oc2c(NC(=O)Nc3ccc(C(F)(F)F)cc3)cccc2C(=O)N([C@H](C)CO)C[C@@H]1C` is entered as Dyrk1A ADPGlo: 7; HDAC3 inh: 5; TMEM16A act: i; KCNK3 inh: i

Compound activity as filed in PubChem.

Only part of the results is shown; count on the stated rates, not on these rows.
